High-throughput results as filed in PubChem.
IMP-1 inhibitor: blocks Pseudomonas aeruginosa IMP-1 metallo-beta-lactamase. purified IMP-1, nitrocefin hydrolysis, epi-absorbance fluorescence. inhibition, % at 5.6 µM. actives 0.45% (n = 290,000);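 active = inhibition above the mean plus 3 SD of all compounds in the same screening run, cut at about 4.5% in these data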;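 also: 0% = IMP-1 with DMSO and 100% = DMSO wells lacking enzyme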
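system = purified recombinant IMP-1 beta-lactamase | amount = 0.2 nM IMP-1, as dispensed | medium = HEPES buffer pH 7.1 with ZnSO4 and Brij 35 | times = 25 °C, 15 min preincubation, 25 min reaction | detection = plate fluorescence quenching by hydrolysis product, ex 480/em 530 nm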
VIM-2 inh: inhibitors of Pseudomonas aeruginosa VIM-2 metallo-beta-lactamase; purified VIM-2, nitrocefin hydrolysis, epi-absorbance fluorescence; actives 0.89% (n = 290,000); inhibition, % at 5.6 µM;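 active = inhibition above the mean of all tested compounds plus 3 SD, cutoff set per screening run, cut at about 7.5% in these data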;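 also: red hydrolysis product quenches plate fluorescence so inhibitors raise well fluorescence; 0% = enzyme with DMSO and 100% = DMSO without enzyme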
NS3 helicase inh: HCV NS3 helicase inhibition. NS3 helicase DNA unwinding, Cy5 molecular beacon fluorescence. inhibition, % at 10.9 µM. actives 0.56% (n = 290,000). AID 1800;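 active = inhibition above the mean of all tested compounds plus 3 SD, set per campaign, cut at about 35% in these data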;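 also: 0% = DMSO wells and 100% = thioflavine S control wells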
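Compound dosing – single dose, 10.9 µM nominal final, DMSO 0.8% final · System – NS3 helicase fragment of HCV · Buffer or medium – MOPS pH 6.5, MgCl2, DTT, Tween20, BSA · Signal – Cy5 beacon fluorescence read at start and 1 h · Also added – annealed dual-labelled DNA beacon duplex, ATP-started · Schedule – 1 h at 25 °C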
MEKK2 mut-MEK5: signal of MEK5 binding to mutant human MEKK2 PB1 domain. bead flow cytometry, Alexa488-MEK5 binding to MEKK2 mutant. percent response, % at 10 µM. actives 0.35% (n = 290,000). AID 1530; in the data active = percent response above about 24%, passing the limit was not always enough; also: inactives centre near 1; some results filed as inactive read as strong as hits
NALP1 inh: NALP1 inhibition; AID 2071; inhibition, % at 10 µM; S. cerevisiae NALP1/ASC/caspase-1 growth, X-gal OD620, 72 h; actives 0.61% (n = 280,000); in the data active = inhibition mostly above about 24%, no sharp cut-off; inactive = mostly below about 32%; also: some compounds called inactive have numbers as strong as hits
UBC9 SUMO inh: SUMOylation inhibition | inhibition, % at 35 µM | actives 0.36% (n = 290,000) | HTRF SUMOylation assay, SAE1/SAE2 + UBC9, in vitro | P63279; in the data active = inhibition above about 50%, passing the limit was not always enough; also: strong numbers were not always called active
Target sequence (P63279 whole entry, looked up): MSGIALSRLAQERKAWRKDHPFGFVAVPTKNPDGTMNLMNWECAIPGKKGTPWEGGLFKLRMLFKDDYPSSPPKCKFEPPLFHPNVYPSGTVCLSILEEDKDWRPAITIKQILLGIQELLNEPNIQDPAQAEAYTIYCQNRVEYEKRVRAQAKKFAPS
MEKK2wt PB1 HTS: raises or lowers MEK5 binding to wildtype human MEKK2 PB1 domain | bead flow cytometry, Alexa488-MEK5 binding to MEKK2 WT; actives lie on both sides | binding response (% of control), % at 10 µM | actives 1.1% (n = 290,000) | AID 1531; in the data active = binding response below about 67% or above about 130%
DNA FID counter: counter-screen for HCV NS3 helicase inhibitors: DNA intercalator displacement. actives 0.17% (n = 290,000). DNA fluorescent intercalator displacement, fluorescence. inhibition, % at 7.9 µM; in the data active = inhibition above about 37%;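 also: 0% = vehicle and 100% = reference compound; higher means more ethidium bromide displaced from hairpin DNA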
M18AAP inhibitor: blocks P. falciparum M18 aspartyl aminopeptidase | recombinant PfM18AAP, H-Glu-NHMec fluorogenic cleavage | inhibition, % at 7.35 µM | actives 1.2% (n = 290,000);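 active = inhibition above the campaign mean inhibition over all tested compounds plus 3 SD, cut at about 28% in these data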;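 also: 0% = plate median of test compound wells and 100% = 2 mM ZnCl2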
* hit, by the source's call; . = not tested or not shown.

SMILES | IMP-1 inhibitor | VIM-2 inh | NS3 helicase inh | MEKK2 mut-MEK5 | NALP1 inh | UBC9 SUMO inh | MEKK2wt PB1 HTS | DNA FID counter | M18AAP inhibitor
COc1ccc(OC)c(S(=O)(=O)N2CCc3ccccc3C2)c1 | -3.2 | -0.6 | 19 | 5 | 14 | 18 | 111 | -25 | 17
COc1ccc(NC(=O)N2CCN(S(=O)(=O)c3ccc(F)cc3)CC2)c(OC)c1 | -1.0 | -0.8 | -3 | -2 | 11 | 14 | 100 | -22 | -8
COc1ccc(CCNC2=NCCS2)cc1 | 1.7 | 1.6 | -2 | . | 19 | 17 | . | 0 | -9
CC(C)(C)NC(=O)CSc1nc2ccccc2c(=O)[nH]1 | -4.3 | -2.2 | 0 | 0 | . | 4 | 98 | -3 | 1
CCOC(=O)c1oc2ccccc2c1NC(=O)CN1CCOCC1 | -2.1 | -0.7 | -16 | -10 | -9 | 7 | 94 | -15 | -6
O=C(CSc1nncc2ccccc12)Nc1ccc(F)cc1 | -3.0 | 0.5 | 6 | 2 | 14 | -6 | 103 | -9 | -3
CC(C)c1ccc(S(=O)(=O)N2CCN(C(=O)c3ccco3)CC2)cc1 | -1.5 | -3.0 | -5 | 1 | 7 | -5 | 100 | -22 | 2
CCOc1ccc(C(=O)CN2CCN(S(=O)(=O)c3ccc(F)cc3)CC2)cc1 | -2.1 | -1.4 | -14 | . | 3 | 5 | . | -15 | -5
Oc1oc(-c2cccc3ccccc23)nc1C=NCc1ccccc1 | -2.4 | -3.4 | -10 | -2 | . | . | 96 | 1 | 3
CCCCn1c(NCc2ccccc2O)nc2ccccc21 | -1.1 | -3.8 | -18 | 9 | 27 | -8 | 106 | 9 | 1
CCOC(=O)c1sc2ncc([N+](=O)[O-])cc2c1N | -3.5 | -0.4 | 7 | 11 | 6 | 9 | 100 | 11 | 1
CCOCCCNC(=O)CN1C(=O)c2ccccc2Sc2ncccc21 | -1.2 | -2.0 | 0 | 2 | 14 | 13 | 100 | -4 | -8
CC(OC(=O)c1cc2sccc2n1C)C(=O)NCCc1ccccc1 (centres undefined) | -2.8 | -1.4 | -3 | -2 | 6 | 16 | 101 | -30 | 4
CC1(C)[C@H]2CC=C(CN3CCC(N4CCC(C(=O)N5CCCC5)CC4)CC3)[C@@H]1C2 | -1.6 | -1.2 | -12 | -15 | -3 | -12 | 98 | 26 | 6
Fc1cc(F)cc(NC(=S)Nc2ccccc2N2CCOCC2)c1 | -0.9 | -2.0 | 7 | 9 | -7 | -7 | 104 | -7 | 2
CN(C)CCCN(C(=O)c1ccc(S(=O)(=O)N2CCOCC2)cc1)c1nc2cc3c(cc2s1)OCO3 | 0.0 | -1.3 | -14 | 4 | 1 | -5 | 106 | 25 | -2
Cc1ccc(C)c(NC(=O)c2cc([N+](=O)[O-])cc([N+](=O)[O-])c2)c1 | -2.0 | -0.4 | -3 | 4 | -2 | 6 | 105 | 5 | -8
O=C(O)c1ccc(S(=O)(=O)Nc2ccc(F)c(Cl)c2)cc1 | -7.5 | -4.8 | 11 | 5 | 0 | 10 | 102 | 2 | -17
COc1ccccc1N1CCN(C(=O)c2ccc3c(=O)n(Cc4ccc5c(c4)OCO5)c(=O)[nH]c3c2)CC1 | 0.1 | -1.8 | -2 | 0 | -3 | -7 | 91 | -61 | 3
Cc1ccc(C(=O)Nn2cnnc2)cc1[N+](=O)[O-] | -2.0 | -7.6 | -3 | 6 | . | . | 100 | -4 | 43*
O=C1CSC(=S)N1/N=C/c1cc(Br)c(O)c(Br)c1 | 23* | 13* | 31 | -7 | 0 | 18 | 88 | -10 | 40*
O=C(O)c1nn(-c2ccc(Cl)cc2)ccc1=O | -3.6 | 0.7 | 7 | 7 | 10 | 38 | 108 | 14 | -11
CCC(C(=O)OCC(=O)Nc1ccc(Cl)c(S(=O)(=O)N(C)C)c1)c1ccccc1 (centres undefined) | -4.2 | -2.6 | -5 | -2 | . | -36 | 102 | -23 | 6
CCOC(=O)c1cnn(-c2nc(-c3ccc(F)cc3)cs2)c1C(F)(F)F | -1.8 | -1.9 | -2 | -1 | 3 | 3 | 99 | 0 | -1
Cn1c(C(=O)N2CCC(C(=O)N3CCOCC3)CC2)cc2sccc21 | -1.8 | 0.7 | -8 | 12 | 34 | 5 | 105 | -4 | -5
C/C(=N\NC(=O)CCc1ccccc1)c1ccc(Br)cc1 | -4.0 | -4.0 | -3 | 0 | 1 | 1 | 101 | -9 | -2
O=C(CSc1nnnn1-c1ccc(O)cc1)Nc1ccc(N2CCOCC2)c(Cl)c1 | -4.8 | -2.2 | 27 | 4 | 44 | -12 | 100 | -8 | 2
Cc1cccc(NC(=S)NCc2cccn2C)c1 | -2.7 | -4.0 | 1 | 3 | -13 | 17 | 101 | 0 | -3
O=C(CSC1=Nc2ccccc2C2CC=NN12)Nc1ccc(F)cc1Cl (centres undefined) | -3.5 | -2.0 | 7 | -2 | 7 | -3 | 87 | -16 | 4
O=C(NCC(=O)N1CCCCC1)c1ccc(Br)o1 | 0.8 | 2.3 | 19 | 2 | 9 | 8 | 99 | -10 | 13
O=C(Cn1c(=O)c2cccn2c2ccccc21)Nc1ccc(F)cc1F | -3.6 | -6.3 | 2 | 4 | 13 | 12 | 96 | -26 | 1
O=C(NCc1ccccc1)C1=C[C@@H](c2ccc(Br)cc2)C[C@@H](OCCCCO)O1 | -1.2 | 0.0 | 4 | -5 | -16 | 2 | 92 | -22 | -13
Cc1ccc(OC(=O)C2c3ccccc3Oc3ccccc32)cc1C | -0.4 | -0.7 | 8 | 3 | -2 | -37 | 107 | -4 | -11
Cc1nn(-c2ccccc2)c2[nH]c(=O)cc(C(F)(F)F)c12 | -3.4 | -0.1 | 10 | -1 | 38* | 21 | 101 | -3 | 8
CC(=O)c1cccc(NC(=O)CN(c2ccccc2)S(C)(=O)=O)c1 | -0.6 | 2.0 | -5 | 10 | -4 | 8 | 109 | -2 | -9
Nc1cc(-c2ccc(Cl)cc2)nn1S(=O)(=O)c1ccccc1 | -3.2 | -1.1 | -7 | 9 | 12 | -3 | 106 | -1 | 0
COc1ccc(CCN=C(N)Nc2nc(C)cc(C)n2)cc1 | -1.2 | 0.0 | 5 | 7 | 6 | -20 | 105 | 0 | -7
CC1CCCC(NC(=O)C2CCN(S(=O)(=O)N3CCCCCC3)CC2)C1C (centres undefined) | -0.6 | 3.2 | 9 | -1 | 20 | -6 | 93 | -20 | -6
Cc1ccc(O)c(-c2cc(C(=O)Nc3ccc(S(=O)(=O)Nc4nccc(C)n4)cc3)[nH]n2)c1 | -1.7 | -4.0 | -5 | 2 | . | 24 | 94 | -23 | 15
CCCn1nnnc1-c1cccc(Cl)c1 | -3.1 | -0.5 | 6 | 6 | -3 | 0 | 107 | -4 | -1
CC(C)N1CC=C2C(C#N)=C(N)C(C#N)(C#N)[C@H](c3ccoc3)[C@H]2C1 | -1.4 | 1.6 | 0 | 3 | 16 | 56* | 106 | 2 | 15
Cc1nc2ccc(C(=O)N3CCN(c4ccccc4)CC3)cc2s1 | -5.0 | 0.2 | -2 | -2 | 12 | 8 | 104 | -24 | 3
CCn1c(SCc2ccc(C(=O)Nc3nccs3)cc2)nnc1-c1ccc(NC(C)=O)cc1 | -2.7 | -3.1 | -9 | 6 | 11 | 6 | 101 | -36 | 3
CC1C(=O)N2CCCc3cc(NC(=O)CC(C)(C)C)cc1c32 (centres undefined) | -2.5 | -0.3 | -1 | 0 | 37 | 2 | 102 | -18 | 3
O=C(C1Cc2ccccc2CN1C(=O)c1ccccc1)N1CCN(c2ccccc2)CC1 (centres undefined) | -2.5 | -0.9 | 0 | -2 | 18 | 0 | 99 | -34 | 1
CCc1ccc(-c2cc(C)no2)cc1S(=O)(=O)N1CCN(c2ccccc2F)CC1 | -1.0 | -2.0 | 2 | -1 | 20 | 2 | 100 | -4 | -2
COc1ccccc1NC(=O)c1sc(Cl)nc1C | -2.6 | -2.8 | 9 | 5 | 6 | 14 | 107 | -4 | 2
O=C1C2C3C=CC(C4CC34)C2C(=O)N1c1ccc2c(c1)OCO2 (centres undefined) | -0.2 | -2.5 | -11 | 1 | 0 | 11 | 98 | -7 | 4
CCN1C(=O)/C(=C/c2ccc(C)s2)NC1=S | -1.6 | -1.0 | 0 | 0 | -8 | 5 | 101 | -6 | 6
CCC1CCCCN1CCCNC(=O)c1cn(CC(C)C)c(=O)c2cc(OC)c(OC)cc12 (centres undefined) | -4.1 | -3.0 | 0 | 6 | 33 | -1 | 126 | 7 | -4
(continued)
SMILES | IMP-1 inhibitor | VIM-2 inh | NS3 helicase inh | MEKK2 mut-MEK5 | NALP1 inh | UBC9 SUMO inh | MEKK2wt PB1 HTS | DNA FID counter | M18AAP inhibitor
CCC1(c2ccc(Cl)cc2)NC(=S)N(c2ccccc2)N1 (centres undefined) | -4.2 | -4.4 | -3 | 0 | 14 | 10 | 107 | -3 | 12
O=C(Nc1nc(-c2cccs2)c(-c2cccs2)s1)C1(c2ccccc2)CC1 | -1.3 | -1.6 | 2 | 10 | 29 | 1 | 108 | -1 | 2
O=[N+]([O-])c1ccccc1SN(Cc1ccccc1)c1ccccn1 | -4.5 | -3.3 | -19 | 4 | -16 | -14 | 102 | 1 | 15
O=C1C(Cl)=C(NCCc2ccccc2)C(=O)N1CCc1ccccc1 | -2.8 | -1.6 | -6 | 1 | 29 | 14 | 102 | -2 | -7
Cc1ccccc1CC(=O)N1CC(C)OC(C)C1 (centres undefined) | -2.2 | -0.7 | -13 | 7 | -4 | 12 | 103 | -5 | 3
O=C(/C(=N/N=C/c1ccc(O)c(O)c1O)c1ccccc1)c1ccccc1 | -2.1 | -5.0 | 49* | 0 | 14 | 35 | 104 | -16 | 22
COc1ccc(C2c3c(oc4ccccc4c3=O)C(=O)N2c2ccc(C)cn2)cc1OC (centres undefined) | -0.9 | 2.6 | -5 | 3 | 24 | 3 | 105 | -1 | -6
CC1CCCN(C(=O)COC(=O)c2ccc[nH]c2=O)C1 (centres undefined) | -3.0 | -1.2 | -6 | 2 | 2 | 8 | 103 | 1 | 2
Cc1cccc(N(CC(=O)NC2CCCC2)C(=O)CS(=O)CC(=O)Nc2ccc3c(c2)OCO3)c1 (centres undefined) | -3.0 | -2.5 | -14 | 8 | -4 | 2 | 107 | -17 | 0

Reformatted tab-delimited: entries from further up
molecule	IMP-1 inhibitor	VIM-2 inh	NS3 helicase inh	MEKK2 mut-MEK5	NALP1 inh	UBC9 SUMO inh	MEKK2wt PB1 HTS	DNA FID counter	M18AAP inhibitor
O=C1C(Cl)=C(NCCc2ccccc2)C(=O)N1CCc1ccccc1	-2.8	-1.6	-6	1	29	14	102	-2	-7
Cc1ccccc1CC(=O)N1CC(C)OC(C)C1 (centres undefined)	-2.2	-0.7	-13	7	-4	12	103	-5	3
O=C(/C(=N/N=C/c1ccc(O)c(O)c1O)c1ccccc1)c1ccccc1	-2.1	-5.0	49*	0	14	35	104	-16	22
COc1ccc(C2c3c(oc4ccccc4c3=O)C(=O)N2c2ccc(C)cn2)cc1OC (centres undefined)	-0.9	2.6	-5	3	24	3	105	-1	-6

Random draw from the library; overall some 4.7% were active at least once.
